JMJD2A Tudor inh – inhibitors of human JMJD2A Tudor domain. AID 504339. AlphaScreen JMJD2A-Tudor / H3K4me3 peptide binding. actives 4.4% (n = 390,000). Potency, µM (top dose mostly 114 µM), for the others: at the top dose activity change, negative = inhibition, usual class: inhibitors. O75164; further: on the % scale 0 is the no-effect control and ±100 the full control effect; nearly all actives have a fitted effect of over 50% in size
POLH inh – blocks human DNA polymerase eta activity. Q9Y253. recombinant Pol eta, fluorescent DNA replication assay. Potency, µM (series often up to 114 µM), for the others: at the top dose activity change, negative = inhibition, actives largely listed as inhibitors. actives 1.2% (n = 390,000). AID 588591; further: on the % scale 0 is the no-effect control and ±100 the full control effect
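Pol eta (10 nM) was preincubated with compounds for 15 min at room temperature, after which fluorescent replication substrate (50 nM final) was added to start the reaction. Fluorescence was read kinetically at 0 and 10 min.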
BAZ2B inh – BAZ2B (human) inhibition; Q9UIF8; AlphaScreen BAZ2B-H3K14Ac peptide displacement; Potency, µM (series often up to 114 µM), for inactives: at the highest dose activity change, negative = inhibition, usual class: inhibitors; actives 4.4% (n = 360,000); AID 504333; further: on the % scale 0 is the no-effect control and ±100 the full control effect; nearly all actives have a fitted effect of over 60% in size
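BAZ2B 50 nM plus b-H3(5-23)K14Ac 50 nM, PBS pH 7.4/0.01% Tween-20, 30 min RT; compound added (max 110 uM), 30 min RT; streptavidin donor/Ni-chelate acceptor beads 10 ug/mL final, 20 min dark; AlphaScreen read.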
G9a block – inhibitors of human histone lysine methyltransferase G9a; Q96KQ7; G9a H3K9 monomethylation, AlphaScreen, 2 h; Potency, µM (highest dose often 102 µM), for inactives: at the top dose activity, negative = inhibition, actives largely listed as inhibitors; actives 8.8% (n = 350,000); AID 504332; further: on the % scale 0 is the no-effect control and ±100 the full control effect; nearly all actives have a fitted effect of over 75% in size
Target sequence (Q96KQ7 913-1193 limits assumed): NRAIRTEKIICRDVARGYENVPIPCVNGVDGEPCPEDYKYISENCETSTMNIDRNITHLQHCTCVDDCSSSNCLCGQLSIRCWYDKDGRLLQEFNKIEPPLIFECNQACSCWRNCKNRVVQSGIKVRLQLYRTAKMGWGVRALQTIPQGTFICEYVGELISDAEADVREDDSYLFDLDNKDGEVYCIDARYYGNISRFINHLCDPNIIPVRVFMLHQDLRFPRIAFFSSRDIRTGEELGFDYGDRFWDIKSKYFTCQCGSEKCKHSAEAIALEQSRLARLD
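Readings reflect AlphaScreen signal from monomethyl-H3K9 antibody detection. HMT at 20 nM; substrate b-H3K9 500 nM; cofactor SAM 20 uM; 2 h RT reaction; compounds tested as titrations in qHTS with 15 min preincubation.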
Pol kappa inh – DNA polymerase kappa (human) inhibition | Q9UBT6 | purified Pol kappa, fluorescent DNA synthesis assay, 10 min | Potency, µM (titrated, usually from 107 µM), for the others: at the top dose activity, negative = inhibition, actives largely listed as inhibitors | actives 0.53% (n = 400,000) | AID 588579; further: on the % scale 0 is the no-effect control and ±100 the full control effect
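Kinetic fluorescence readout at 0 and 10 min followed reaction start with substrate at 50 nM final. Beforehand, enzyme (10 nM Pol kappa) stood 15 min with compound at room temperature; buffer-only wells were negative controls.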
APE1 inh – inhibitors of human APE1 endonuclease. Potency, µM (series often up to 65.8 µM), inactives show at the top dose activity change, negative = inhibition, hits mostly inhibitors. actives 0.35% (n = 350,000). P27695. recombinant APE1, TAMRA/BHQ-2 abasic DNA cleavage fluorescence. AID 2517;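 further: plate controls were vehicle for no effect and reference inhibitor for full effect; nearly all actives have a fitted effect of over 55% in size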
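Measures dequenching upon AP-site incision of a 5'-TAMRA/3'-BHQ-2 THF-containing duplex, 50 nM; human APE1 0.75 nM after 15 min room-temperature exposure to compound; kinetic three-point read at one-minute spacing.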
Pol iota inh – DNA polymerase iota (human) inhibition; Q9UNA4; Pol iota fluorescent replication assay, 10 min; Potency, µM (series often up to 115 µM), inactives show at the highest dose activity, negative = inhibition, most hits filed as inhibitors; actives 1% (n = 390,000); AID 588590
Target sequence (Q9UNA4 whole entry, looked up): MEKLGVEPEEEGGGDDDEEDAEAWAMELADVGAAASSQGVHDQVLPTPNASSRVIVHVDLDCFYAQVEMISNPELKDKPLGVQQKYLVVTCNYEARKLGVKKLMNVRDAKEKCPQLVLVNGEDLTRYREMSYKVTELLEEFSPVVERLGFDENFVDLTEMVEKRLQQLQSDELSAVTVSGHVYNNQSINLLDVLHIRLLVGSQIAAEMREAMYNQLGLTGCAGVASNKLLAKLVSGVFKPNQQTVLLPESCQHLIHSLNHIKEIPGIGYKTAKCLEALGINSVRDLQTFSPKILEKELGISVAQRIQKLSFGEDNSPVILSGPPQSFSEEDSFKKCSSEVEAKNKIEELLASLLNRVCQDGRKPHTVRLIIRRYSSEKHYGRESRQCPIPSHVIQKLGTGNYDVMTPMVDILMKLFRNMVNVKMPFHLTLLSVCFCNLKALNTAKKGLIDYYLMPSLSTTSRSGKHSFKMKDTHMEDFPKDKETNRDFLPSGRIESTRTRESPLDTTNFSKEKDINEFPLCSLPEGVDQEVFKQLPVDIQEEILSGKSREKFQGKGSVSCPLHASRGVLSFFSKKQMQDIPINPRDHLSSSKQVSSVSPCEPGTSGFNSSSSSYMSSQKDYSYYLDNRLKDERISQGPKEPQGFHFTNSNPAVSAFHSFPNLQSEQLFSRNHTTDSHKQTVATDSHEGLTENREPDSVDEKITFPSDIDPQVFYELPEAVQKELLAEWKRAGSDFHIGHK
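Fluorescent replication assay read twice, at 0 min and 10 min after adding 50 nM (final) substrate. Enzyme (10 nM) and compounds were first incubated 15 min at room temperature; enzyme-free buffer wells were negative controls.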
BLM inh – blocks DNA unwinding by human BLM helicase; P54132; recombinant BLM DNA unwinding, fluorescence dequenching; Potency, µM (highest dose often 56.1 µM), for the others: at the highest dose activity change, negative = inhibition, actives largely listed as inhibitors; actives 0.2% (n = 350,000); AID 2528;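 further: plate controls were vehicle for no effect and no enzyme for full effect; nearly all actives have a fitted effect of over 35% in size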
POLB inh – DNA polymerase beta (human) inhibition | Pol beta primer extension/strand displacement, fluorescence kinetic | AID 485314 | Potency, µM (doses to about 114 µM), without a hit: top-dose activity change, negative = inhibition, most hits filed as inhibitors | actives 1.3% (n = 340,000); further: on the % scale 0 is the no-effect control and ±100 the full control effect
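Pol beta (10 nM) and compounds were preincubated 15 min at room temperature, then 50 nM substrate (final) started primer extension/strand displacement. Reads were taken at 0 and 10 min; concentration-response data were fitted to a four-parameter Hill equation.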
Active calls of the source: *; ? = inconclusive; . = no result given; [ ] = remark or other dose. The call rests on the fitted dose curve; in most records, active means well fitted curve in the direction sought with a large enough effect; inconclusive means small, poorly fitted or top-dose-only effect, or another doubt; inactive means no such curve, though single readings can be large; an effect the other way counts as inactive or inconclusive. Potency means the concentration at half of the fitted maximal effect.

item	SMILES	JMJD2A Tudor inh	POLH inh	BAZ2B inh	G9a block	Pol kappa inh
1	Cc1ccc(S(=O)(=O)Oc2ccc(/C=N/NC(=O)c3nn(C)cc3[N+](=O)[O-])cc2)cc1	-26%	?	-38%	19%[59 µM]	-8%
2	O=C(Nc1ccccc1C(=O)NCc1ccco1)NC1CCCCC1	-11%[11.4 µM]	-2%	-9%	3%	-6%
3	COC(=O)c1ccc(C(=O)N(CCN(C)C)c2nc3c(Cl)cccc3s2)cc1	-12%	-14%	.	56µM*	8%
4	CCc1ccc(OCCCC(=O)O)c(Br)c1	-3%	2%	-4%	-42%[59 µM]	-7%[60.1 µM]
5	Cc1cc(C)c2c(=O)c3c(oc2c1)C(=O)N(CCCOC(C)C)C3c1ccccc1F (stereo unspecified)	-20%	.	0%	0%[59 µM]	-3%
6	CC(Cc1ccccc1)NC(=O)/C=C/c1ccc([N+](=O)[O-])cc1 (stereo unspecified)	0%	-15%	-1%	-7%[59 µM]	-7%
7	CCOC(=O)C(NC(=O)c1cccnc1)(Nc1cccc(C)n1)C(F)(F)F (stereo unspecified)	-4%	-10%	1%	6%[2.33 µM]	-12%
8	O=C(CN1CCN(Cc2ccccc2Cl)C1=O)NCc1ccccc1Cl	-1%	-11%	3%	12%[59 µM]	-25%
9	CC(=O)C1=C(O)C(=O)N(Cc2ccccc2)C1c1ccc(Br)cc1 (stereo unspecified)	-25%	-13%	-12%	22%[2.33 µM]	1%
10	COc1cc(CNCCO)cc(Br)c1OCc1ccccc1	-10%	-9%	-9%	-29%	2%
11	CC(C)(C)NC(=O)C(=O)NNC(=O)C12CC3CC(CC(C3)C1)C2	?	-14%	-9%	-43%[59 µM]	-1%
12	CCN(CC)Cc1cc(C(=O)O)c(-c2ccccc2)o1	-6%	-8%	-38%	.	9%

item	APE1 inh	Pol iota inh	BLM inh	POLB inh
1	-2%	114%[activator]	-6%	7%
2	4%	-3%	-2%	-8%
3	21%	-3%	7%	2%
4	-2%	-28%	2%	29%
5	.	-17%	1%	11%
6	2%	102%[activator]	2%	6%
7	-5%	18%	1%	-9%
8	.	11%	0%	2%
9	20%	23%	-3%	16%
10	-5%	19%	-1%	27%
11	-4%	2%	0%	1%
12	33%[activator]	?	1%	0%

Continuation:
item	SMILES	JMJD2A Tudor inh	POLH inh	BAZ2B inh	G9a block	Pol kappa inh
13	Cc1cc(N=Cc2c(O)n(-c3ccc(C)c(C)c3)c(=O)c3ccccc23)no1	.	.	-16%	-7%[59 µM]	.
14	Cc1cc(NC(=O)CSc2nc3sc4c(c3c(=O)n2C)CCCC4)no1	1%	-11%	27%	-6%[59 µM]	-1%
15	O=C(NCCN1C(=O)CSC1=O)c1ccccc1	-9%	-1%	7%	-29%[2.33 µM]	-13%
16	CCOC(=O)C1=C(C)NC(=S)NC1c1ccc(OCC(=O)N2CCCCC2)cc1 (stereo unspecified)	4%	-4%	-2%	-14%	-1%
17	CCCCCC/C=C/c1ccc(OC)c([C@H]2[C@H]3C=CC[C@@H](C)[C@@H]3C(=O)N2Cc2ccccc2)c1	-6%	-10%	5%	20%[59 µM]	-6%
18	O=C(NC1=NCCS1)c1ccccc1OCc1ccc(F)cc1	-1%	-9%	-2%	-23%	-9%
19	CC[C@@H]1OC(=O)[C@H](C)[C@H](O[C@@H]2C[C@](C)(OC)[C@H](O)[C@H](C)O2)[C@H](C)[C@H](O[C@@H]2O[C@@H](C)C[C@@H](N(C)C)[C@@H]2O)[C@](C)(O)C[C@H](C)C(=O)[C@H](C)[C@H](O)[C@]1(C)O	.	.	.	36%[21.5 µM]	0%[12 µM]
20	Cc1nnc2c(NCCc3ccccc3)nc3ccccc3n12	2%	-4%	12%	-10%[2.33 µM]	11%
21	c1ccc(-c2nnc(Cn3c4ccccc4c4nc5ccccc5nc43)o2)cc1	-6%	-5%	.	.	2%
22	CC(=Nc1ccccc1)Nc1ccccc1	-12%	2%	8%	8%[12.7 µM]	-17%
23	O=C(O)/C=C\C(=O)NNC(=O)c1cc(-c2ccccc2)n[nH]1	25µM*	-11%	28µM*	.	-15%
24	Cc1cc2ccccc2c(=O)n1CC(=O)Nc1ccc2c(c1)OCO2	-8%	9%	11%	-8%[59 µM]	-7%

item	APE1 inh	Pol iota inh	BLM inh	POLB inh
13	3%	.	-2%	18%
14	3%	-12%	0%	15%
15	15%	-3%	1%	9%
16	43%	54%[activator]	-2%	-14%
17	3%	21%	0%	-3%
18	-4%	20%	-1%	-2%
19	2%[21 µM]	.	-4%[21.4 µM]	.
20	-4%	36%[activator]	-2%	56%
21	.	9%	.	.
22	1%	9%	-3%	22%
23	12%	3%	-7%	?
24	11%	24%	3%	-10%

(listing goes on)
item	SMILES	JMJD2A Tudor inh	POLH inh	BAZ2B inh	G9a block	Pol kappa inh
25	COc1cccc(OCc2nc(-c3ccc(Br)o3)no2)c1	20%	-5%	?	?	-12%
26	Cn1c(Cl)c(C(=O)Nc2ccccc2)c2ccccc21	-3%	-1%	-3%	41%[0.501 µM]	-6%
27	COc1ccc(NC(=O)Cc2nnc(SCC(=O)NC3CCCC3)n2C)cc1	1%	-2%	-12%	?	-6%
28	CCOC(=O)C1=C(COC(=O)c2ccc3ccccc3c2O)NC(=O)NC1C (stereo unspecified)	-31%	-12%	-6%	?	-25%
29	CN(CC(=O)Nc1cccc(F)c1)C(=O)c1ccccc1OCC(=O)Nc1cccc(C(F)(F)F)c1	-15%	-13%	-5%	-22%	-21%
30	COC(=O)[C@H](Cc1ccccc1)NC(=O)N1CC(C)OC(C)C1 (stereo partly specified)	10%	-8%	0%	11%	1%
31	CC(C)OCCCNC(=O)C(=O)NCCCOC(C)C	-11%[57.1 µM]	3%	8%	-7%	-13%
32	CC(OCCN1CCCC1)(c1ccc(F)cc1)c1ccc(F)cc1	89µM*	-8%	-3%	8%[59 µM]	?
33	COc1ccc(NC(=O)CCCC2CCCCC2)c(OC)c1	10%	-7%	-14%	40%	-10%
34	Cc1ccccc1OCC(=O)N1CCCc2ccccc21	14%	-7%	16%	19%[59 µM]	7%
35	COc1ccccc1C(=O)N1CCN(c2cccc(C(F)(F)F)c2)CC1	9%	-19%	1%	?	3%
36	Cc1cc(C)n(/N=C/c2ccc(O)cc2)c(=O)c1C#N	-31%[57.1 µM]	-12%	-9%	-1%	5%

item	APE1 inh	Pol iota inh	BLM inh	POLB inh
25	-15%	105%[activator]	-11%	-2%
26	4%	1%	-2%	15%
27	36%	-20%	-2%	22%
28	-15%	-14%	.	.
29	30%	13%	.	.
30	1%	-5%	6%	25%
31	3%	9%	-3%	3%
32	3%	150%[activator]	5%	20%
33	1%	-17%	-1%	5%
34	-2%	65%[activator]	-4%	-8%
35	0%	11%	-5%	23%
36	0%	103%[activator]	-6%	-14%

Continuation:
item	SMILES	JMJD2A Tudor inh	POLH inh	BAZ2B inh	G9a block	Pol kappa inh
37	COc1ccc(NC(=O)c2ccccc2NC(=O)c2ccccc2C(=O)O)c(OC)c1	-4%	-3%	-1%	0%[2.33 µM]	-8%
38	COc1ccc(OCCN2C(=O)c3ccccc3C2=O)c([N+](=O)[O-])c1	-20%	-9%	-7%	.	-1%
39	O=C(NNC(=O)C1CC1c1ccccc1)c1ccccc1[N+](=O)[O-] (stereo unspecified)	-12%	-5%	4%	19%[59 µM]	-16%
40	Cc1ccc(NC(=S)NNc2ccc([N+](=O)[O-])cc2S(=O)(=O)Nc2ccccc2C(=O)O)cc1C	50µM*	28µM*	11µM*	11µM*	-25%
41	COc1ccccc1Nc1nc(N)nc(CSC(=S)N2CCN(c3ccccc3)CC2)n1	-31%	-9%	-33%	-40%	7%
42	O=C(NCC1(c2ccccc2)CCCC1)C(=O)NCC1(c2ccccc2)CCCC1	-1%	-11%	11%	14%[59 µM]	-18%
43	Cc1ccsc1/C=C(\C#N)C(=O)NC1CCS(=O)(=O)C1 (stereo unspecified)	-11%	-9%	-15%	1%	-16%
44	CC1CC1c1ccc(/C=C(\C#N)C(=O)Nc2ccc(Cl)cc2Cl)o1 (stereo unspecified)	-16%	-20%	-11%	-5%[59 µM]	-20%

item	APE1 inh	Pol iota inh	BLM inh	POLB inh
37	9%	-2%	-2%	22%
38	-5%	11%	0%	3%
39	-1%	15%	-1%	26%
40	4%	-11%	-1%	?
41	-5%	26%	-6%	10%
42	-1%	6%	6%	7%
43	?	8%	1%	-23%
44	-1%	3%	-9%	0%

From entry 3 up to 8, as listed above:
item	SMILES	JMJD2A Tudor inh	POLH inh	BAZ2B inh	G9a block	Pol kappa inh
3	COC(=O)c1ccc(C(=O)N(CCN(C)C)c2nc3c(Cl)cccc3s2)cc1	-12%	-14%	.	56µM*	8%
4	CCc1ccc(OCCCC(=O)O)c(Br)c1	-3%	2%	-4%	-42%[59 µM]	-7%[60.1 µM]
5	Cc1cc(C)c2c(=O)c3c(oc2c1)C(=O)N(CCCOC(C)C)C3c1ccccc1F (stereo unspecified)	-20%	.	0%	0%[59 µM]	-3%
6	CC(Cc1ccccc1)NC(=O)/C=C/c1ccc([N+](=O)[O-])cc1 (stereo unspecified)	0%	-15%	-1%	-7%[59 µM]	-7%
7	CCOC(=O)C(NC(=O)c1cccnc1)(Nc1cccc(C)n1)C(F)(F)F (stereo unspecified)	-4%	-10%	1%	6%[2.33 µM]	-12%
8	O=C(CN1CCN(Cc2ccccc2Cl)C1=O)NCc1ccccc1Cl	-1%	-11%	3%	12%[59 µM]	-25%

item	APE1 inh	Pol iota inh	BLM inh	POLB inh
3	21%	-3%	7%	2%
4	-2%	-28%	2%	29%
5	.	-17%	1%	11%
6	2%	102%[activator]	2%	6%
7	-5%	18%	1%	-9%
8	.	11%	0%	2%

Screens from PubChem BioAssay.

Not all compounds are listed, so the mix of outcomes need not match the whole.
